# Screening data from PubChem.
# PolyA inh – inhibitors of polyadenylation in S. cerevisiae; calls only at 12 µM; S. cerevisiae SKY197-pL101 polyadenylation reporter, beta-gal luminescence; efflux-impaired pdr1/pdr3 knockout yeast; score 100 = 6 SD above DMSO; AID 1875; 0.02% of 300,000 active;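 active = lowest replicate activity score at least 50, where 100 means six control SD above control mean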;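 also: yeast exposed to compound for 9 h at 30 °C; higher score means more reporter readthrough which indicates perturbed polyadenylation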
# DYRK1A inh – blocks rat Dyrk1A kinase activity | Q63470 | ADP-Glo luminescence, NFATc1 peptide | inhibition, % at 12.5 µM | 0.43% of 310,000 active; in the data active = inhibition above about 50%;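 also: plate controls were vehicle with enzyme for no effect and no enzyme for full effect; many of its hits are not listed in these tables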
# AI-2 QS mod – modulators of Vibrio harveyi AI-2 quorum sensing system; Vibrio harveyi JMH597 AI-2 luminescence/OD600 ratio, 9 h; hits give low values; strain lacks LuxN and CqsS sensors; 0 = neutral-control median; activity change, % at 7.5 µM; 0.4% of 300,000 active; AID 2094; in the data active = activity change below about -75%, passing the limit was not always enough;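 also: luminescence divided by OD600 gain over 9 h not by final OD600 alone; inactives centre near 13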
# Platelet DG rel – platelet dense granule release activity | human platelet-rich plasma, SFLLRN dense granule ATP release, luminescence | inhibition, %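 (compounds screened at 7.5 µM in platelet-rich plasma)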 | 0.22% of 300,000 active | AID 1663;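 active = mean replicate score, as percent of positive control, at or above 50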
# GSK3A inh – blocks human GSK-3 alpha kinase | 0.1% of 320,000 active | P49840 | AID 2650 | ADP-Glo luminescence, 60 min | inhibition, % at 10 µM;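 in the data active = inhibition above about 50%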;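 also: GST-tagged GSK-3 alpha with peptide substrate and 25 µM ATP; 0% = DMSO neutral wells and 100% = GW8510 positive control wells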
# Target sequence (P49840 whole entry, looked up): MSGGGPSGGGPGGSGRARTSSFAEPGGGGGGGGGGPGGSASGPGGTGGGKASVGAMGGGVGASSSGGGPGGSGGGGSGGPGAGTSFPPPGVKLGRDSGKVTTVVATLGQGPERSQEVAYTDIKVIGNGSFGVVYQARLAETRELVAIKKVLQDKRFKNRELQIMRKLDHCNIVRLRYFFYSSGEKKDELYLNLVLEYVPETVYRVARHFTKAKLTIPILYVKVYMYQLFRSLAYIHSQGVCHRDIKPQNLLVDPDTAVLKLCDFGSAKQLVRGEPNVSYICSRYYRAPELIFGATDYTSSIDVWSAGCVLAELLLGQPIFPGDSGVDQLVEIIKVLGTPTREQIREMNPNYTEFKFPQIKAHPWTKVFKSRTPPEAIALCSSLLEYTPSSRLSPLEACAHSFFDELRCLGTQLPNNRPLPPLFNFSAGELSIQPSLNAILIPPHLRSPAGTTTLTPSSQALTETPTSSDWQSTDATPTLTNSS
# GSK3beta inhib – blocks human GSK3beta kinase activity. P49841. GST-GSK3beta kinase, ADP-Glo luminescence, 60 min; hits give low values. activity score (negative = inhibition), % at 10 µM. 0.038% of 300,000 active;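 active = more than half of replicate wells score below -50%, meaning over 50% inhibition versus plate controls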;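 also: 0% = median DMSO wells and -100% = median GW8510 positive control wells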
# Target sequence (P49841 whole entry, looked up): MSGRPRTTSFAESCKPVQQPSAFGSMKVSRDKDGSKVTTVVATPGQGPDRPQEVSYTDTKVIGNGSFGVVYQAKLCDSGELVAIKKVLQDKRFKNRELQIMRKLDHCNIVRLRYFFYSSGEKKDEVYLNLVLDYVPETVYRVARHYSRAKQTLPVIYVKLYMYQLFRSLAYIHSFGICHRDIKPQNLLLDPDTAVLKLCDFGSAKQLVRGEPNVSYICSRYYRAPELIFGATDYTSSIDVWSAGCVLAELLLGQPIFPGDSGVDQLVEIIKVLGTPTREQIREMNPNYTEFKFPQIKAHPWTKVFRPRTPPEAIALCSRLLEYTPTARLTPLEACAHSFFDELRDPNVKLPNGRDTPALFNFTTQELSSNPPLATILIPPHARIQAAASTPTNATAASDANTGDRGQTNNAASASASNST
#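 Assay system: GST-tagged human GSK3beta kinase, cell-free; Input: 1.6 ng GSK3beta; Medium: Tris/MgCl2 kinase buffer; Timing: 60 min enzyme reaction, room temperature; Signal: ADP-Glo luminescence quantifying ADP generated by kinase; Evaluation: score relative to plate controls; Benchmarks: DMSO neutral wells and GW8510 at 20 µM as positive.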
# HSF1 inh – HSF1 inhibition | NIH3T3-HGL HSE-luciferase, MG132-induced, luminescence 8 h; hits give low values | activity change, negative = inhibition, % at 7.5 µM (by protocol) | 0.77% of 300,000 active | AID 2098;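 active = more than half of replicate wells show activity change below -50%, luminescence cut by over half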;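 also: luciferase reports HSF-1 transcriptional activity via heat shock element; 0% = median of DMSO wells and -100% = zero luminescence signal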
# HDAC3 inhib – blocks human histone deacetylase 3; O15379; recombinant HDAC3, fluorogenic peptide/trypsin coupled, fluorescence; inhibition, % at 8.3 µM; 0.15% of 320,000 active; in the data active = inhibition above about 26%, passing the limit was not always enough
# HSF-1 act – increases HSF-1 driven luciferase reporter signal; NIH3T3-HGL HSF-1 luciferase reporter, MG132, 8 h; 100% = twice DMSO control signal; activation, % at 9 µM; 1.7% of 300,000 active;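 active = mean replicate activation of at least 50% with a set share of replicates each reaching 50%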;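 also: 0% = median of the neutral control wells and 100% = twice that signal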
# HSP90 refold inh – HSP90 refolding inhibition in rabbit reticulocyte lysate; luciferase refolding luminescence, 3 h; inhibition, % at 5.6 µM; 0.91% of 290,000 active; AID 1789;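 active = inhibition above the screen-wide mean plus 3 SD, computed separately per campaign, cut at about 16% in these data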;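 also: 0% = DMSO wells and 100% = 60 µM geldanamycin wells; inhibitors lower the luminescence because luciferase stays unfolded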
# * marks the source's active call; other numbers are inactive results; i = inactive; nt = not tested or not shown.
# Sample of the layout, eight compounds:
(1) CCOC(=O)N1CCN(CC(O)COc2c(OC)cccc2OC)CC1 (centres undefined)
(2) Cc1nn(CCCC(=O)NCc2ccccc2)c(=O)c2nccn12
(3) Cc1cc(C)cc(NC(=S)N2CCC(NC(=O)C3CC3)CC2)c1
(4) Cc1ccc(NC(=O)C2CC(=O)N(CCc3ccccc3)C2)c(C)c1 (centres undefined)
(5) CCC(=O)Nc1cccc(NC(=O)CSc2nnc(-c3ccc(NS(C)(=O)=O)cc3)n2C)c1
(6) Cc1nc(NCCc2ccc(O)cc2)c2nnn(Cc3ccccc3)c2n1
(7) Cc1csc(C(=O)NN)c1N(C)C
(8) O=C(NCc1ccc2c(c1)OCO2)C1CC(=O)N(c2ccc(O)cc2)C1 (centres undefined)

assay / entry,1,2,3,4,5,6,7,8
PolyA inh,i,i,i,i,i,i,i,i
DYRK1A inh,-3,-4,-1,nt,0,-5,-2,5
AI-2 QS mod,3,11,10,18,14,nt,26,20
Platelet DG rel,-11,-3,-4,1,-6,1,-10,-15
GSK3A inh,0,4,-2,0,-1,-2,0,-3
GSK3beta inhib,2,-1,2,-2,-1,nt,2,1
HSF1 inh,7,6,2,5,nt,9,-3,-3
HDAC3 inhib,0,-5,5,4,-1,-5,3,-3
HSF-1 act,-4,1,7,14,nt,13,14,14
HSP90 refold inh,-2,-2,-1,3,3,1,1,-5

# Main list, from the start:
(1) CCOC(=O)N1CCN(CC(O)COc2c(OC)cccc2OC)CC1 (centres undefined)
(2) Cc1nn(CCCC(=O)NCc2ccccc2)c(=O)c2nccn12
(3) Cc1cc(C)cc(NC(=S)N2CCC(NC(=O)C3CC3)CC2)c1
(4) Cc1ccc(NC(=O)C2CC(=O)N(CCc3ccccc3)C2)c(C)c1 (centres undefined)
(5) CCC(=O)Nc1cccc(NC(=O)CSc2nnc(-c3ccc(NS(C)(=O)=O)cc3)n2C)c1
(6) Cc1nc(NCCc2ccc(O)cc2)c2nnn(Cc3ccccc3)c2n1
(7) Cc1csc(C(=O)NN)c1N(C)C
(8) O=C(NCc1ccc2c(c1)OCO2)C1CC(=O)N(c2ccc(O)cc2)C1 (centres undefined)

assay / entry,1,2,3,4,5,6,7,8
PolyA inh,i,i,i,i,i,i,i,i
DYRK1A inh,-3,-4,-1,nt,0,-5,-2,5
AI-2 QS mod,3,11,10,18,14,nt,26,20
Platelet DG rel,-11,-3,-4,1,-6,1,-10,-15
GSK3A inh,0,4,-2,0,-1,-2,0,-3
GSK3beta inhib,2,-1,2,-2,-1,nt,2,1
HSF1 inh,7,6,2,5,nt,9,-3,-3
HDAC3 inhib,0,-5,5,4,-1,-5,3,-3
HSF-1 act,-4,1,7,14,nt,13,14,14
HSP90 refold inh,-2,-2,-1,3,3,1,1,-5

(9) O=C(NCc1n[nH]c(=S)n1-c1ccccc1Cl)c1ccc(S(=O)(=O)N2CCCCC2)cc1
(10) NC1=NN=C(N2N=C(c3ccccc3)CC2(O)C(F)(F)F)n2ncnc2C1 (centres undefined)
(11) CCc1ccccc1NC(=O)c1ccc(F)c(S(=O)(=O)N2CCC(C(N)=O)CC2)c1
(12) Cc1ccc(NC2CCCN(C(=O)Cc3nonc3C)C2)cc1C (centres undefined)
(13) CCc1noc(N)c1C(=O)Nc1ccc(F)c(Cl)c1
(14) CSCCNC(=O)c1ccc(OC2CCN(CCc3ccccc3)CC2)cc1
(15) Cc1cccc(OCCOc2ccccc2C=C(C#N)C#N)c1
(16) O=C(CC1C(=O)NCCN1Cc1ccccc1)NCCC1=CCCCC1 (centres undefined)

assay / entry,9,10,11,12,13,14,15,16
PolyA inh,i,i,nt,i,i,i,i,i
DYRK1A inh,-6,4,1,1,0,3,-3,-8
AI-2 QS mod,22,6,18,25,-4,10,3,22
Platelet DG rel,-6,1,24,-18,-3,2,-16,-6
GSK3A inh,1,1,-1,-1,0,-2,-1,0
GSK3beta inhib,-1,1,2,-1,0,-2,2,-2
HSF1 inh,2,-8,1,7,-16,5,13,-5
HDAC3 inhib,1,-12,1,1,-1,-9,-1,0
HSF-1 act,1,-6,13,10,-35,-5,30,6
HSP90 refold inh,9,1,-6,-2,4,1,-6,1

(17) COc1ccc(/C=C/C(=O)NCc2cccnc2)cc1
(18) Cc1ccc(OCCC(=O)N(Cc2ccccc2)c2c(N)n(Cc3ccccc3)c(=O)[nH]c2=O)cc1
(19) CCOc1ccccc1C(=O)NC(C(=O)NCc1ccc(F)cc1)C(C)C (centres undefined)
(20) CC(C)C(C(=O)C=[N+]=[N-])N1C(=O)c2ccccc2C1=O (centres undefined)
(21) CCN(CC)CCN1C(=O)C(O)=C(C(=O)c2cc3cccc(OC)c3o2)C1c1cccs1 (centres undefined)
(22) C/C(=N\NC(=O)CNc1cccc2ccccc12)c1ccc(Br)s1
(23) CCC(CC)C(=O)NN(C(=O)c1ccncc1)C1CC(=O)N(c2ccccc2)C1=O (centres undefined)
(24) CN1CCN(C(=S)c2ccc(-c3cccc(Cl)c3Cl)o2)CC1

assay / entry,17,18,19,20,21,22,23,24
PolyA inh,i,i,i,i,i,i,i,i
DYRK1A inh,3,nt,-2,8,nt,0,19,nt
AI-2 QS mod,20,-5,22,33,17,12,19,8
Platelet DG rel,-3,9,-9,-3,-12,1,6,17
GSK3A inh,-1,0,2,-2,-1,nt,-3,0
GSK3beta inhib,1,-1,4,5,5,-2,0,2
HSF1 inh,0,1,7,2,13,-5,4,49
HDAC3 inhib,7,4,-4,3,1,1,-2,0
HSF-1 act,24,1,5,-1,7,11,15,68*
HSP90 refold inh,4,nt,0,1,1,4,-2,0

(25) COc1ccc(/C(CC2(O)C(=O)Nc3ccccc32)=N\O)cc1 (centres undefined)
(26) Cc1cc(NC(=O)CSCC(=O)N(c2ccc(F)cc2)C(C(=O)NC2CCCCC2)c2ccc(O)c(O)c2)no1 (centres undefined)
(27) O=C(COc1ccc2ccccc2c1)N1CCN(C(=O)c2ccco2)CC1
(28) COc1cc(C(=O)N/N=C/c2ccc(OC(=O)c3cccc(C)c3)c(OC)c2)ccc1O
(29) CC(C)(C(=O)c1ccccc1)/[N+]([O-])=C/c1ccccc1F
(30) COc1ccc(NC(=O)CN2C(=O)NC3(CCCC3)C2=O)cc1
(31) O=C(/C=C/c1ccccc1[N+](=O)[O-])Nc1cccnc1
(32) CC(=O)NCCc1nc2ccccc2n1Cc1cc(C)ccc1C

assay / entry,25,26,27,28,29,30,31,32
PolyA inh,i,i,i,i,nt,i,i,i
DYRK1A inh,-7,-1,-1,-5,-1,1,16,-7
AI-2 QS mod,19,33,20,4,-3,17,20,17
Platelet DG rel,-1,-2,6,3,15,3,10,14
GSK3A inh,4,2,-1,-4,-2,-2,1,-1
GSK3beta inhib,1,-21,-1,-1,3,5,-3,2
HSF1 inh,3,-6,0,7,4,-3,19,1
HDAC3 inhib,-10,1,0,-1,5,-11,6,-1
HSF-1 act,0,16,-3,7,-1,7,25,-1
HSP90 refold inh,-3,2,-4,0,-4,-5,-2,-2

(33) CC(=O)c1ccc(OCC(O)CNCc2ccc3c(c2)OCO3)cc1 (centres undefined)
(34) Cc1cc(-c2nnc(-c3cccc(C(F)(F)F)c3)o2)no1
(35) NNC(=O)C1CCN(S(=O)(=O)c2ccc(Cl)cc2)CC1
(36) COc1ccc([N+](=O)[O-])cc1NC(=O)Cc1ccccc1Cl
(37) CCOc1cc(N2CCOCC2)c(OCC)cc1NC(=O)CSc1cccc[n+]1[O-]
(38) CCC(C)NC(=O)Cn1cnc2sc(C)cc2c1=O (centres undefined)
(39) c1ccc(Oc2nc(Oc3ccccc3)nc(N3CCOCC3)n2)cc1
(40) CC(C)C(=O)Nc1ccc([N+](=O)[O-])cc1Br

assay / entry,33,34,35,36,37,38,39,40
PolyA inh,i,i,i,i,i,i,i,i
DYRK1A inh,3,8,-2,-1,2,-8,-2,0
AI-2 QS mod,nt,15,14,5,-2,3,20,16
Platelet DG rel,-7,nt,-1,-9,0,8,-7,-7
GSK3A inh,-3,-2,1,-7,-5,-5,2,-5
GSK3beta inhib,0,-1,-1,-1,4,3,0,-1
HSF1 inh,-8,nt,2,-1,-6,-4,0,4
HDAC3 inhib,4,-1,-4,-3,2,3,0,7
HSF-1 act,2,nt,6,0,-7,-2,-13,5
HSP90 refold inh,2,1,nt,-4,2,-2,0,-2

(41) O=S(=O)(Nc1nc2ccccc2s1)c1ccc(Br)s1
(42) CSc1nsc(SC)c1C(=O)NCCNS(=O)(=O)c1ccc(C)cc1
(43) CCCN1C(=O)C(O)(C2COC(C)(C)CC2=O)c2ccccc21 (centres undefined)
(44) COc1ccc(C)cc1NC(=O)Nc1cnccn1
(45) CNS(=O)(=O)c1cccc(C(=O)OCCCOC(=O)c2cccc(S(=O)(=O)NC)c2)c1
(46) COc1cc2c(c(OC)c1OC)-c1c(cc3c(c1OC)OCO3)C[C@H](C)[C@@](C)(O)C2
(47) COc1ccc(CCNC(=O)c2ccc(NS(=O)(=O)c3ccc4[nH]c(=O)[nH]c4c3)cc2)cc1OC
(48) COc1ccc(S(=O)(=O)NN(C)C)cc1N(C)S(=O)(=O)c1ccc(Cl)cc1

assay / entry,41,42,43,44,45,46,47,48
PolyA inh,i,i,i,i,i,i,i,i
DYRK1A inh,-8,10,1,-1,-6,-2,-3,7
AI-2 QS mod,68,27,9,20,16,15,9,17
Platelet DG rel,-6,17,10,6,-10,-2,19,0
GSK3A inh,4,1,-4,-2,nt,7,-3,3
GSK3beta inhib,0,4,1,0,0,-3,-3,3
HSF1 inh,-8,12,3,6,-12,-7,-8,-44
HDAC3 inhib,5,5,4,-3,-3,-2,3,-5
HSF-1 act,11,24,39,-4,-14,-19,-21,-53
HSP90 refold inh,-2,3,-1,1,-3,nt,3,3

(49) COc1ccc(/C=N/OCc2nc3c4c(ncn3n2)Oc2ccc3ccccc3c2C4c2ccccc2)cc1 (centres undefined)
(50) O=C1NCCN/C1=C\C(=O)c1cccc(Br)c1
(51) Cc1nc(SCC(=O)Nc2cccnc2Cl)nc(C)c1C
(52) O=C(CSc1nc(C2CC2)nc2ccccc12)N1CCCCC1
(53) CCCN(CCC)CC(O)Cn1cc(/C=C/C(=O)c2cccs2)c2ccccc21 (centres undefined)
(54) CCOC(=O)C1=C(C)NC2=C(C(=O)OC2)C1c1ccccc1 (centres undefined)
(55) COc1ccc(NS(=O)(=O)c2ccc(NC(C)=O)cc2)nn1
(56) O=C(NNc1nc(-c2ccccc2)cs1)c1ccco1
(57) Cc1cccc(-c2noc(CNC(=O)Nc3ccc(F)cc3)n2)c1

assay / entry,49,50,51,52,53,54,55,56,57
PolyA inh,i,i,i,i,nt,i,i,i,i
DYRK1A inh,4,17,4,-2,3,4,nt,-4,nt
AI-2 QS mod,24,30,39,28,2,15,9,-31,10
Platelet DG rel,3,2,-9,-2,-8,31,1,3,1
GSK3A inh,-1,0,-2,0,2,0,-1,0,-2
GSK3beta inhib,2,-4,-2,-21,-3,1,10,5,-3
HSF1 inh,-5,11,-2,9,7,0,-7,0,5
HDAC3 inhib,-3,7,-5,4,10,-10,-12,-6,3
HSF-1 act,-5,34,-5,23,10,-2,9,1,16
HSP90 refold inh,-1,2,-1,5,-4,-1,nt,2,2

# The list is partial. The share of hits here may be higher or lower than overall.
